Screens deposited in PubChem BioAssay by National Center for Advancing Translational Sciences (NCATS).
TrxR1 substrate: rat thioredoxin reductase 1 substrate activity; O89049; purified TrxR1 substrate turnover, NADPH consumption readout; Potency, µM (doses to about 114 µM), for the others: at the highest dose activity change, negative = substrate turnover; 0.01% of 390,000 active; also: potency is read from the fitted curve at half-maximal effect; % is scaled to controls: 0 for no effect and ±100 for the full control effect; nearly all actives have a fitted effect of over 50% in size
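Rat TrxR1, dispensed at 90 nM, was prereduced with 400 uM NADPH (final) for 5 min at ~22 deg C, then incubated with compound 15 min before 400 uM selenite. A first-read NADPH fluorescence drop versus no-compound background flagged substrates.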
PI4K2A inh: inhibitors of human PI4K2A; Q9BTU6; purified PI4K2A, ADP-Glo luminescence, 1 h; active compounds read low; activity change, negative = inhibition, % at 76.9 µM; 0.13% of 420,000 active; AID 1346378; in the data active = activity change below about -50%; inconclusive = mostly about -30% to -49%;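 also: -100% = wells without enzyme as full effect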
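Compounds are screened against recombinant PI4K2A using PI as substrate and ATP, the latter dispensed at 300 microM. Reactions run one hour at ambient temperature before ADP-Glo detection; full inhibition defined by wells lacking enzyme.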
Tb PGK inh: inhibitors of T. brucei phosphoglycerate kinase; P07378; PGK/GAPDH coupled, Kinase-Glo luminescence, 60 min; AID 602233; 0.043% of 380,000 active; Potency, µM (top dose mostly 57.5 µM), for inactives: top-dose activity change, negative = inhibition, actives largely listed as inhibitors; also: potency is read from the fitted curve at half-maximal effect; % is scaled to controls: 0 for no effect and ±100 for the full control effect; nearly all actives have a fitted effect of over 60% in size
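Luminescent ATP detection (Kinase-Glo Plus) follows a 60-minute room-temperature incubation, with wells lacking PGK as controls. Buffer: 100 mM TEA (pH 7.6), 5 mM MgCl2, 0.01% Tween-20. Coupling enzyme GAPDH (100 nM final) supplies unstable 1,3-BPG in-well.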
GLS inhibitor: blocks human kidney-isoform glutaminase activity. O94925. GLS enzymatic activity, qHTS titration. Potency, µM (series often up to 45.5 µM), for the others: at the top dose activity change, negative = inhibition, most hits filed as inhibitors. 0.21% of 410,000 active; also: potency is read from the fitted curve at half-maximal effect; % is scaled to controls: 0 for no effect and ±100 for the full control effect
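Two-point fluorescence kinetic (t0, 30 min RT) for hKGA; glutamate detected via glutamate oxidase–HRP–Amplex Red. Substrate: 1 mM L-glutamine solution; buffer 45 mM KH2PO4, pH 8.2.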
HP1b chromo inh: HP1-beta chromodomain-methylated histone interaction inhibition. AlphaScreen HP1-beta / biotin-H3K9me3 peptide binding. 0.56% of 390,000 active. Potency, µM (doses to about 114 µM), without a hit: at the highest dose activity change, negative = inhibition, usual class: inhibitors. P83916; also: potency is read from the fitted curve at half-maximal effect; nearly all actives have a fitted effect of over 70% in size; inactives centre near 23
Target sequence (P83916 whole entry, looked up): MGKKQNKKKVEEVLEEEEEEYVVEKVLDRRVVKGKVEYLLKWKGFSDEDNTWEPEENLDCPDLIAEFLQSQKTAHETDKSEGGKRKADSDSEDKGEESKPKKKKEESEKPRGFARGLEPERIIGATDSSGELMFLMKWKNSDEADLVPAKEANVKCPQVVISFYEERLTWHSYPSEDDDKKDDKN
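AlphaScreen: HP1-beta (50 nM) preformed 30 min with biotin-H3(1-18)K9me3 peptide (50 nM) in PBS pH 7.4, 0.01% Tween-20. Compound added for 30 min at RT, then streptavidin donor/nickel chelate acceptor beads (10 ug/mL) for 30 min.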
USP1 inh: USP1/UAF1 (human) deubiquitinase inhibition. recombinant USP1/UAF1, Ub-Rhodamine cleavage fluorescence. O94782. AID 743255. 0.23% of 390,000 active. Potency, µM (series often up to 57.1 µM), inactives show top-dose activity change, negative = inhibition, actives largely listed as inhibitors; also: potency is read from the fitted curve at half-maximal effect; % is scaled to controls: 0 for no effect and ±100 for the full control effect; nearly all actives have a fitted effect of over 60% in size; inactives centre near -12
Target sequence (O94782 whole entry, looked up): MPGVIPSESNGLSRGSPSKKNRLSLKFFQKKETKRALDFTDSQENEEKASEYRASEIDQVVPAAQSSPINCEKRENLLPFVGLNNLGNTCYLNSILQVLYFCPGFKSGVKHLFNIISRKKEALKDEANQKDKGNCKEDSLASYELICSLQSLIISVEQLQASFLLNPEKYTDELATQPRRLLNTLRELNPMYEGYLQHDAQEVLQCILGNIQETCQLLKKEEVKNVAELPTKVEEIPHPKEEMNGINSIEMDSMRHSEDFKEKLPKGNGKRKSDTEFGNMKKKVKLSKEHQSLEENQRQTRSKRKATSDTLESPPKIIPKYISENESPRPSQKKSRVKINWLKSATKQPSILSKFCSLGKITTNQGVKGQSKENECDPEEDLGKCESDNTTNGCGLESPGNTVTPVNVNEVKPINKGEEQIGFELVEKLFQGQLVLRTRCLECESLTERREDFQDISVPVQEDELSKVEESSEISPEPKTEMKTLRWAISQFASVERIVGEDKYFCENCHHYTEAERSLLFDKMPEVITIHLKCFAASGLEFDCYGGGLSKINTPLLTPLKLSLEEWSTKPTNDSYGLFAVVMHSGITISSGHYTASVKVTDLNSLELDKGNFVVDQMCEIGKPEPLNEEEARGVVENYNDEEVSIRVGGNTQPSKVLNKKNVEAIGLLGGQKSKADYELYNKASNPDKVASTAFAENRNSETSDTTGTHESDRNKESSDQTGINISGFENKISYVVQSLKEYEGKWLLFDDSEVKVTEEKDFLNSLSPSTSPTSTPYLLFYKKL
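1 nM enzyme complex + cpd, 15 min RT; start with Ub-Rho 150nM final; kinetic fluorescence ex 480/em 540, 6 reads q60 s. Buffer 50mM HEPES pH 7.8, 0.5mM EDTA, 0.1 mg/ml BSA, 1mM TCEP, 0.01% Tween-20.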
Pin1 inhibitor: human Pin1 inhibition; Q13526; Pin1 FP peptide displacement, HiFluor488, 10 min; Potency, µM (highest dose often 115 µM), for the others: at the highest dose activity, negative = inhibition, hits mostly inhibitors; 0.009% of 390,000 active; AID 504891; active = well fitted inhibition curve with a large enough effect in the polarisation, with a control signal flat, not every such curve was filed as active; inconclusive = small, poorly fitted or top-dose-only effect, or effect the other way, or a change in a side signal; inactive = no such curve, though single readings can be large or run the other way; the % refers to the polarisation; also: potency is read from the fitted curve at half-maximal effect; % is scaled to controls: 0 for no effect and ±100 for the full control effect
IDH1 R132H inh: inhibitors of human mutant IDH1 R132H | O75874 | IDH1-R132H enzyme, NADPH consumption, diaphorase/resazurin fluorescence | Potency, µM (top dose mostly 76.6 µM), for the others: top-dose activity change, negative = inhibition, most hits filed as inhibitors | 0.093% of 390,000 active; also: potency is read from the fitted curve at half-maximal effect; % is scaled to controls: 0 for no effect and ±100 for the full control effect; nearly all actives have a fitted effect of over 65% in size
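IDH1-R132H (0.5 ug/mL dispensed) in pH 7.5 Tris buffer was preincubated 30 min with compound, then given a substrate mix of 0.016 mM NADPH and 2 mM alpha-KG for 80 min at room temperature; remaining NADPH was read by diaphorase/resazurin fluorescence.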
rTrxR1 inhibitor: rat TrxR1 inhibition | 1% of 390,000 active | recombinant rTrxR1, NADPH fluorescence consumption, selenite substrate | O89049 | Potency, µM (titrated, usually from 114 µM), for inactives: at the highest dose activity change, negative = inhibition, most hits filed as inhibitors; also: potency is read from the fitted curve at half-maximal effect; % is scaled to controls: 0 for no effect and ±100 for the full control effect; nearly all actives have a fitted effect of over 65% in size
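Rat TrxR1 (90 nM in the dispensed reagent) was pre-reduced with 400 uM NADPH for 5 min at room temperature, then incubated with compound for 15 min. After 400 uM selenite was added, NADPH fluorescence (Ex 340/Em 450 nm) was followed for 8 min.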
Numbers without * were called inactive; i = inactive; ? = inconclusive; . = no result given; & = joins results of further samples; [ ] = dose if it differs, or a comment. Unless noted, calls follow the shape of the dose curve; as a rule, active = well fitted curve in the direction sought with a large enough effect; inconclusive = small, poorly fitted or top-dose-only effect, or another doubt; inactive = no such curve, though single readings can be large; an effect the other way counts as inactive or inconclusive. The list is partial; the hit share may differ from the screen's.

TrxR1 substrate	PI4K2A inh	Tb PGK inh	GLS inhibitor	HP1b chromo inh	USP1 inh	Pin1 inhibitor	IDH1 R132H inh	rTrxR1 inhibitor	molecule
10%[57.1 µM]	-4	1%	?	15%	-9%	2%	-1%	-4%[57.1 µM]	CCOc1cc(C(c2c(C)[nH][nH]c2=O)c2c(C)[nH][nH]c2=O)cc(Br)c1OC
3%[57.1 µM]	1	1%	4%	24%	-1%	3%	6%	1%[57.1 µM]	COC(=O)c1ccc(CN(C(=O)N2CCN(C)CC2)S(=O)(=O)c2ccc(C)cc2)cc1
7%[57.1 µM]	2	-2%	-10%	40%[activator]	-13%	-6%	2%	4%[57.1 µM]	COc1ccc(N(CC(=O)NCCSc2ccccn2)S(C)(=O)=O)cc1Cl
1%	9	-3%	3%	0%	-18%	23%	0%	16%[57.1 µM]	CCOc1ccccc1NC(=O)C1CCCN(S(=O)(=O)c2cccc3nsnc23)C1 (centres undefined)
-11%	1	-10%	4%	-6%	-23%	-3%	10%	-6%	Cc1ccc(S(=O)(=O)N2CCOCC2)cc1NC(=O)c1cc([N+](=O)[O-])ccc1N1CCOCC1
-3%	-1	i	-21%	40%[activator]	-22%	-8%	7%	15%	Cc1ccccc1C1N(c2nccs2)C(=O)C2CCCN21 (centres undefined)
-5%	-7	6%	15%	18%	-4%	-5%	12%	-9%[57.1 µM]	COC(=O)c1[nH]c2ccc(C)cc2c1NS(=O)(=O)c1ccc(F)cc1
-3%	-1	1%	23%	3%	-25%	-5%	-2%	5%	COc1ccc(N2CCN(C(=O)c3ccc(CS(=O)Cc4ccc(C)cc4)o3)CC2)cc1 (centres undefined)
1%	3	i	-9%	38%[activator]	-28%	-7%	10%	16%	O=C(c1ccccc1)C1CCN(C(=O)c2c(F)cccc2F)CC1
2%	0	-5%	-5%	-4%	-1%	0%	-1%[38.3 µM]	10%[2.29 µM]	CCN1C(=O)[C@H]2[C@H]3CN=C(SCc4ccc(OC)cc4)N3[C@@](CC)(C(=O)OC)[C@H]2C1=O
-2%	3	6%	0%	23%	-8%	7%	0%	2%	Cc1nc2ccc(NC(=O)c3ccc(C)c(S(=O)(=O)N4CCOCC4)c3)cc2s1
3%[57.1 µM]	2	0%	4%	12%	-6%	8%	-2%	13%[57.1 µM]	CCOC(=O)CNC(=O)c1nn(-c2cccc(OC)c2)c(=O)c2ccccc12
-12%	0	-2%	-17%	17%	-5%	-3%	0%	-12%	Nc1ccc(S(=O)(=O)NCC(=O)OC2CCOC2=O)cc1[N+](=O)[O-] (centres undefined)
1%[57.1 µM]	1	-12%	-9%	47%[activator]	-13%	-3%	6%	8%[57.1 µM]	CC(=O)N1CCN(C(=O)CCc2nc3sc4c(c3c(=O)[nH]2)CCCC4)CC1
4%	3	-8%	8%	24%	-19%	-4%	10%	7%	CC1(C)CC(=O)C2=C(C1)OC(N)=C(C#N)C2c1ccccc1 (centres undefined)
0%	-4	i	0%	16%	-24%	5%	9%	14%	O=C(NC1CCCC1)C1CCCN(S(=O)(=O)c2cnc[nH]2)C1 (centres undefined)
-10%[57.1 µM]	-9	-9%	-11%	-8%	?	?	3%	-33%[57.1 µM]	CCOC(=O)c1ccc(NC(=O)c2c(NCc3sccc3C)sc3c2CCCCC3)cc1
-4%[57.1 µM]	-10	0%	-5%	-18%	-13%	0%	3%	14%[57.1 µM]	O=C(Cc1ccc(F)cc1)Nc1cccc(-c2cn3c(n2)SCC3)c1
-15%	-6	-10%	-19%	?	-17%	?	-7%	-2%	CCn1c(/C=C/c2ccc(O)c(O)c2)nc2ccccc2c1=O
-1%[57.1 µM]	6	-4%	-3%	10%	-6%	?	8%	-9%[57.1 µM]	Cc1ccc(OC(=O)C(F)(F)F)c2c1NCCC2
-7%	-3	-1%	28%	-3%	-19%	0%	0%	?	Cc1cccc(C(=O)NC(=S)NNC(=O)c2ccc(Cl)cc2)c1
7%[57.1 µM]	-1	6%	3%	-8%	-5%	7%	4%	12%[57.1 µM]	CCN(CC)c1ccc(NC(=O)COc2ccc(C#N)cc2)cc1S(=O)(=O)Nc1ccc(OC)cc1
-16%&2%	-1	2%	5%	48%&41%[activator]	-25%	-2%&0%	-5%	-21%&18%	CCCCCCC(=O)N1C/C=C\C(c2ccc(OC)cc2)N(Cc2ccc(F)cc2)C(=O)C1 (centres undefined)
9%	-3	-7%	9%	0%	-25%	-5%	3%	11%	Cc1ccc2c(c1)c1c3n2CCN(CC(O)CNC(C)C)C3CCC1 (centres undefined)
3%	0	-2%	4%	5%	-17%	18%	8%	16%	Cn1cc(/C=C2/SC(=O)N(c3ccccc3)C2=O)c2ccccc21

3 entries already listed, arranged by the number in rTrxR1 inhibitor, descending:
TrxR1 substrate	PI4K2A inh	Tb PGK inh	GLS inhibitor	HP1b chromo inh	USP1 inh	Pin1 inhibitor	IDH1 R132H inh	rTrxR1 inhibitor	molecule
1%	3	i	-9%	38%[activator]	-28%	-7%	10%	16%	O=C(c1ccccc1)C1CCN(C(=O)c2c(F)cccc2F)CC1
-3%	-1	i	-21%	40%[activator]	-22%	-8%	7%	15%	Cc1ccccc1C1N(c2nccs2)C(=O)C2CCCN21 (centres undefined)
-11%	1	-10%	4%	-6%	-23%	-3%	10%	-6%	Cc1ccc(S(=O)(=O)N2CCOCC2)cc1NC(=O)c1cc([N+](=O)[O-])ccc1N1CCOCC1

Single records, from the list above. Order of values: TrxR1 substrate, PI4K2A inh, Tb PGK inh, GLS inhibitor, HP1b chromo inh, USP1 inh, Pin1 inhibitor, IDH1 R132H inh, rTrxR1 inhibitor
Results for `CCOc1ccccc1NC(=O)C1CCCN(S(=O)(=O)c2cccc3nsnc23)C1` (centres undefined) : 1%, 9, -3%, 3%, 0%, -18%, 23%, 0%, 16%[57.1 µM]
Results for `Cc1ccc(OC(=O)C(F)(F)F)c2c1NCCC2` : -1%[57.1 µM], 6, -4%, -3%, 10%, -6%, ?, 8%, -9%[57.1 µM]
Results for `CCN(CC)c1ccc(NC(=O)COc2ccc(C#N)cc2)cc1S(=O)(=O)Nc1ccc(OC)cc1` : 7%[57.1 µM], -1, 6%, 3%, -8%, -5%, 7%, 4%, 12%[57.1 µM]
Results for `O=C(NC1CCCC1)C1CCCN(S(=O)(=O)c2cnc[nH]2)C1` (centres undefined) : 0%, -4, i, 0%, 16%, -24%, 5%, 9%, 14%
Results for `CC(=O)N1CCN(C(=O)CCc2nc3sc4c(c3c(=O)[nH]2)CCCC4)CC1` : 1%[57.1 µM], 1, -12%, -9%, 47%[activator], -13%, -3%, 6%, 8%[57.1 µM]

Carrying on.
TrxR1 substrate	PI4K2A inh	Tb PGK inh	GLS inhibitor	HP1b chromo inh	USP1 inh	Pin1 inhibitor	IDH1 R132H inh	rTrxR1 inhibitor	molecule
6%	-1	-10%	2%	14%	-15%	3%	8%	23%	C=C(C)CCC(C)N1CCC(n2nccc2NC(=O)CCCc2ccccc2)CC1 (centres undefined)
-3%[0.0914 µM]	-9	5%	3%	24%	7%	-2%	1%	10%	COc1ccc(CCC(C)NCC2CCCCC2)cc1 (centres undefined)
-5%	-4	6%	21%	9%	-13%	-1%	-1%[38.3 µM]	-14%	COc1cc(C(=O)NC2CCN(C)CC2)ccc1Nc1ncc2c(n1)N(Cc1ccccc1)CCC(=O)N2C
11%	-5	-5%	-1%	32%	-12%	-2%	-3%	13%	CCOC(=O)c1cc(NC(=O)c2cc(C)on2)cc(C(=O)OCC)c1
19%	3	0%	-4%	33%	-4%	12%	8%	44%[activator]	O=S(=O)(c1ccc(Cl)cc1)c1nnn2c1nc(NCc1cccs1)c1sccc12
3%	2	.	-9%	-10%	-14%	-1%	11%	25%	CSc1ccc(NC(=O)NCCCN2CCC(Cc3ccccc3)CC2)cc1
1%	-7	-6%	-3%	36%	16%	-7%	8%	19%	COc1ccc(C)cc1NC(=O)Cn1c(=O)n(Cc2nc(C)no2)c(=O)c2ccccc21
5%[57.1 µM]	4	i	15%	-7%	-15%	-5%	-1%	9%[57.1 µM]	CCCCNC(=S)NCc1ccc2c(c1)cc(C)n2C
3%	3	-8%	-10%	35%	-17%	-3%	10%	26%	COc1ccc(C(=O)OCC(=O)NCc2ccccc2)c(OC)c1OC
1%	-7	-6%	-1%	77%[activator]	-15%	3%	3%	0%	CCOC(=O)CSc1nnc(-c2cc(OC)c(OC)c(OC)c2)o1
-3%	-5	12%	0%	-1%	-8%	1%	-2%	-3%[57.1 µM]	CCOC(=O)Cc1cc(C)[nH]c1C(=O)OCC
0%	-5	-11%	-15%	-5%	-6%	5%	-1%	-23%	CN(C)CCNS(=O)(=O)c1ccc(Cl)cc1
1%[57.1 µM]	-16	i	-8%	29%	0%	-3%	9%	5%[57.1 µM]	COc1cc(C2C(=O)N(C3CCCCC3)CC(=O)N2CCc2ccccc2)ccc1OC(C)C (centres undefined)
-4%	3	-3%	4%	38%[activator]	3%	-4%	-7%	10%	CCn1nc(C(=O)OCC(=O)NCCN2C(=O)CSC2=O)c2ccccc2c1=O
12%	-3	-1%	2%	31%	-5%	?	2%	16%	COc1ccc(CNC(=O)c2cc3c(=O)n4ccccc4nc3n(Cc3cccnc3)c2=N)cc1
29%[57.1 µM]	0	-2%	-9%	14%	-4%	0%	6%	1%[57.1 µM]	CCn1c(NCCO)nc2c(c1=O)C(C)(CC)Cc1ccccc1-2 (centres undefined)
